From PubChem
MT1-MMP txn act: MT1-MMP promoter reporter activation – cell-based, luciferase luminescence, primary screen; activation factor at 10 µM; 0.16% of 86,000 active; AID 750, 2007; HT1080 MT1-MMP promoter luciferase reporter, overnight; stronger effect = higher value;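 active = activation factor of at least 2 for MT1-MMP transcription at 10 µM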
An asterisk follows results filed as active. A portion of the library. The share of hits here may be higher or lower than overall.

MT1-MMP txn act | compound
1 | COC(=O)c1cccc(C23CC4(C2)[C@H](CN(Cc2ccc(C(F)(F)F)cc2)[C@@H]4c2ccccc2)C3c2ccccc2)c1 (some centres not stated)
1.1 | COC(=O)c1ccc(C23CC4(C2)[C@H](CN(Cc2cccnc2)[C@@H]4c2ccccc2)C3c2ccc(Cl)nc2)cc1 (some centres not stated)
1 | O=C(O)c1cc(C2CC2)nc2ccccc12
1.2 | CCC1=C2CC[C@H]3C(=O)N(CC(=O)OC)C(=O)[C@H]3[C@H]2[C@@]2(C)C(=O)N(Cc3ccccc3)C(=O)N2C1=O
1.1 | COC(=O)c1ccc(C(NC(=O)OCc2ccccc2)/C(I)=C/[C@@H](C)C(=O)NCc2ccc(OC)c(O)c2)cc1 (some centres not stated)
1.2 | Cc1sc2c(c1C)c(=O)n(-c1ccccc1)c1nnc(C)n21
1.1 | CN1C[C@@H]2C(c3ccc(C(F)(F)F)cc3)C3(c4cccnc4)CC2(C3)[C@H]1c1ccccc1 (some centres not stated)
1.1 | CCOCCn1c(CN2CCCCC2)nc2c1c(=O)n(C)c(=O)n2C
1.1 | CCC1=C(OC(=O)N(CC)CC)N2C(=O)OC(=NCC3CC3)[C@]2(Cc2ccccc2)[C@H]2C1=CC[C@H]1C(=O)NC(=O)[C@H]12
1 | Cc1ccc(NC(=O)CS(=O)CC(=O)N(C2CCCC2)C(C)C(=O)NC2CCCCC2)cc1 (configuration not stated)
1.1 | CC1=C(C(=O)NC(C)c2ccc3c(c2)OCCO3)C2(CCC(C)CC2)OC1=O (configuration not stated)
1.2 | CC1(C)OCC(CSC2=C(SCC3COC(C)(C)O3)C(=O)c3ncccc3C2=O)O1 (configuration not stated)

MT1-MMP txn act | compound
1.1 | COC(=O)[C@@]1(Cc2ccccc2)[C@H]2c3cc(C(=O)N(C)C)n(Cc4ccccn4)c3C[C@H]2CN1C(=O)c1ccccc1
1.2 | Cc1ccnc(NS(=O)(=O)c2ccc(NC(=O)C3CCCNC3=O)cc2)n1 (configuration not stated)
1.2 | COC(=O)c1ccc(C(/C=C/[C@@H](C)C(=O)NCc2ccccc2)NC(=O)OCc2ccccc2)cc1 (some centres not stated)
1 | COc1ccc(NC(=O)CCCCC#Cc2ccccc2)cc1
1 | Cn1c(=O)c2c(nc(N3CCOCC3)n2CCSc2nc3ccccc3s2)n(C)c1=O
1.2 | C[C@H]([C@@H](N)C(=O)N[C@@H](C(=O)O)[C@@H]1O[C@H](n2ccc(=O)[nH]c2=O)[C@@H](O)[C@H]1O)[C@@H](O)c1ccc(O)cn1
1.1 | CC1Cn2c(nnc2-c2cccc(Cl)c2)S1 (configuration not stated)
1.1 | CSCC(=O)NS(=O)(=O)c1ccc(C)cc1
1.1 | COC(=O)/C(=C1/Oc2cc(C)oc(=O)c2S1)C(F)(F)F
1.1 | COC(=O)c1ccc(C(NC(=O)OCc2ccccc2)/C(F)=C/[C@@H](C)C(=O)NCc2cc(C)on2)cc1 (some centres not stated)
1 | COC(=O)[C@@H]1C[C@]2(OC(=O)c3ccccc3)C=CC(=O)C[C@@H]2N1C(=O)OCc1ccccc1
1 | COCCn1c(=NC(=O)CSCC(=O)Nc2cc(C)on2)sc2cc(C(=O)OC)ccc21

MT1-MMP txn act | compound
1 | O=S(=O)(NCCc1cn2ccccc2n1)c1ccc(F)c(C(F)(F)F)c1
1.3 | CCc1c2c(nc3ccc(OC)cc13)OC(C)C2 (configuration not stated)
1.1 | CC(=O)N1[C@H](Cc2ccccc2)C=C[C@]1(C)C(=O)NCCN1CCOCC1
1.2 | CCC1=C(OC(=O)N(CC)CC)N2C(=O)OC(=NCC3CC3)[C@]2(Cc2ccccc2)[C@H]2C1=CC[C@H]1C(=O)N(c3ccccc3)C(=O)[C@H]12
1.1 | CCC1=C(OC(=O)N(CC)CC)N2C(=O)OC(=NCC3CC3)[C@]2(C)[C@H]2C1=CC[C@H]1C(=O)N(c3ccccc3)C(=O)[C@H]12
1.1 | COC(=O)[C@@]1(C)C=C[C@@H](Cc2ccccc2)N1C(=O)c1ccccc1
1.2 | COC(=O)[C@@]1(Cc2ccccc2)[C@@H]2[C@@H](CC(=O)[C@H]2CC(=O)C(=O)N(C)C)CN1C(=O)c1ccccc1
1.1 | CC1=C(C(=O)OCc2ccccc2)C(c2ccccc2OS(=O)(=O)c2ccc(C)cc2)NC(=O)N1CCCC(=O)O (configuration not stated)
1.1 | CCc1cccc2c(-c3ccccc3)c3c(nc12)OCC3
1.1 | COC(=O)[C@H]1C[C@@H]1[C@H](NC(=O)c1cccnc1)c1ccccc1
1.4 | Cc1ccccc1-c1nc(Cc2ccccc2)no1
1.1 | COC(=O)[C@@]1(Cc2ccc(OC)cc2)[C@H]2c3cc(C(=O)N(C)C)n(CCN4CCNC4=O)c3C[C@H]2CN1C(=O)c1ccccc1

MT1-MMP txn act | compound
1.1 | Cn1c(=O)c(C(=O)COC(=O)c2cc(C3CC3)nc3ccccc23)c(N)n(Cc2ccccc2)c1=O
1.2 | CCOC(=O)c1ccc(NC(=O)CSCc2ccco2)cc1
1.5 | O=C(CCc1nc(-c2ccc(Cl)cc2)no1)OCc1ccc(Br)cc1
1.2 | COc1cccc(C2CC(c3c(F)cccc3Cl)n3nc(N)nc3N2)c1 (configuration not stated)
1 | COC(=O)C1=C(CCc2ccccc2)NC(=O)NC1c1ccc(C#N)cc1 (configuration not stated)
1.1 | CCC/C=C(\CCC)C(NC(=O)Cc1ccccc1)c1ccc(C(=O)OC)cc1 (configuration not stated)
1.1 | C#CC(C)OC(=O)C(C)NC(=O)c1ccccc1 (configuration not stated)
1.5 | COC(=O)C1(CC(C)C)C=C2C(=C(C(C)C)C(=O)C2C)CN1 (configuration not stated)
1.1 | CC(=O)NC(Cc1ccc(F)cc1)C(=O)N1CCN(C(=O)NCc2ccccc2)CC1 (configuration not stated)
1.2 | CCC1=C2CC[C@H]3C(=O)N(C)C(=O)[C@H]3[C@H]2[C@@]2(Cc3ccccc3)C(=NCC(=O)OC)OC(=O)N2C1=O
1.1 | COC(=O)[C@H](Cc1ccccc1)NC(=O)[C@@]1(C)C[C@@H]1[C@@H](NC(=O)OCc1ccccc1)c1ccccc1
1.6 | CN1CCN(C(=O)c2cccc(COc3cc(Cl)ccc3Cl)c2)CC1

MT1-MMP txn act | compound
1.2 | C[C@@H](C(=O)N[C@@H](CO)Cc1ccccc1)[C@H]1C[C@]1(C)[C@H](NC(=O)OCc1ccccc1)c1ccccc1
1.1 | CC1=C(C(=O)OCc2ccccc2)C(c2ccccc2-c2ccccc2)NC(=O)N1CCCCCC(=O)O (configuration not stated)
1.2 | COc1ccc2c(c1)C=CC1(O2)N(CCO)c2ccccc2C1(C)C (configuration not stated)
1.1 | Cc1cc(CNC(=O)[C@H](C)[C@@H]2C[C@@]2(C)[C@@H](NC(=O)OCc2ccccc2)c2ccccc2)nn1C
1.2 | COC(=O)[C@@]1(Cc2ccc(OC)cc2)[C@H]2c3cc(C(=O)N(C)C)n(Cc4c(CO)[nH]cc(C)c4=O)c3C[C@H]2CN1C(=O)c1ccccc1
1.1 | CC(NC(=O)COc1ccccc1)C1COc2ccccc2O1 (configuration not stated)
1.1 | CC(=O)N1[C@H](Cc2ccccc2)C=C[C@]1(C)C(=O)NCc1ccccn1
1.1 | CCC1=C2CC[C@H]3C(=O)N(CC)C(=O)[C@H]3[C@H]2[C@@]2(Cc3ccccc3)C(=NCc3ccccc3)OC(=O)N2C1=O
1 | CCOC(=O)CNC(=O)c1cn(CC(C)C)c(=O)c2cc(OC)c(OC)cc12
1.2 | CC(C)(C)OC(=O)N1CCN(c2ccc(NC(=O)c3cc4ccccc4oc3=O)cc2)CC1
1.1 | CC(=O)c1c(O)cc(C)n(Cc2ccccc2)c1=O
1.1 | Cc1ccc(C(=O)COC(=O)CNC(=O)c2ccco2)cc1

MT1-MMP txn act | compound
1.1 | CC1(C)Cc2ccccc2-c2c1c(=O)n(-c1ccccc1)c1nnnn21
1.1 | COC(=O)N1C2(C=CC1(C)C(=O)NCc1ccccn1)CCCCC2 (configuration not stated)
1 | Clc1ccc(C2[C@H]3CN(Cc4cccnc4)[C@H](c4ccccc4)C34CC2(c2ccccc2)C4)cn1 (some centres not stated)
1.1 | O=C(CCn1c(=O)sc2ccccc21)NCc1ccc2c(c1)OCO2
1.2 | Cn1cc(Cl)c(C(=O)N2CCN(c3ncccn3)CC2)n1
1.1 | O=C(CSc1nnc2scc(-c3ccccc3)n12)Nc1nsc(-c2ccc(Cl)cc2)n1
1.2 | COC(=O)[C@@]1(Cc2ccccc2)[C@H]2c3cc(C(=O)N4CCCC4)n(Cc4nc5ccccc5[nH]4)c3C[C@H]2CN1C(=O)c1ccccc1
1 | COCC1C2CC[C@H]3C(OCc4ccc(F)cc4C(F)(F)F)OC[C@]4(C)[C@H]3C2=C(CN4C(=O)OC(C)(C)C)[C@H](C)C1COC (some centres not stated)
1.2 | CCn1c(C(=O)NCCCc2ccccc2)cc2sccc21
1 | CC(=O)N1CC=CC1(C)C(=O)NCc1cc(F)cc(C(F)(F)F)c1 (configuration not stated)
1.2 | COC(=O)CN=C1OC(=O)N2C(=O)C3=C4[C@@H](C[C@H]5C(=O)N(c6ccccc6)C(=O)[C@H]5[C@H]4[C@@]12Cc1ccccc1)[C@H]1C(=O)N(c2ccccc2)C(=O)[C@H]1[C@H]3C
1.1 | COC(=O)c1ccc(C(NC(=O)OCc2ccccc2)/C(C)=C/[C@@H](C)C(=O)NC2CCCCC2)cc1 (some centres not stated)

MT1-MMP txn act | compound
0.2 | O=C(NC1CC1)c1ccc(-c2nc3ccccc3s2)s1
0.5 | COc1cccc2c1C(=O)c1c(O)c3c(c(O)c1C2=O)C[C@@](O)(C(=O)CO)C[C@@H]3O[C@H]1C[C@H](N)[C@H](O)[C@H](C)O1
1.1 | FC(F)(F)c1ccc(CN2C[C@@H]3C(c4ccc(C(F)(F)F)cc4)C4(c5cccnc5)CC3(C4)[C@H]2c2ccccc2)cc1 (some centres not stated)
1.1 | CCOC(=O)C1=C(C)N(CCCC(=O)O)C(=O)NC1c1ccc2c(c1)OCO2 (configuration not stated)
1.2 | CC1Cc2nc(SCC(=O)Nc3nccs3)n(Cc3ccccc3)c(=O)c2S1 (configuration not stated)
1 | CC(C)CC1(C(=O)NCCN2CCOCC2)C=CCN1C(=O)c1ccccc1 (configuration not stated)
1.1 | CCCSc1nnc2[nH]c(=O)cc(N)n12
1.1 | Cc1cc(N2CCCC2=O)cc(C)c1CN1C(=O)c2ccccc2C1=O
1 | COc1ccc(CNC(=O)C2CCN(C(=O)N3CCOc4ccc(C)cc43)CC2)cc1
1.1 | NC(=O)c1sc2nc3c(c(-c4cccs4)c2c1N)CCCC3
1.1 | COC(=O)C1=C(C)N(CCCC(=O)O)C(=O)NC1c1ccc(C#N)cc1 (configuration not stated)
1.1 | COC(=O)c1ccc(C(/C=C/[C@@H](C)C(=O)NCc2cc(C)n(C)n2)NC(=O)OCc2ccccc2)cc1 (some centres not stated)

MT1-MMP txn act | compound
1 | CCC(=O)Nc1cc2c(cc1C(C)=O)OCCO2
1.4 | COc1ccc(NC(=O)Nc2cccc(OC)c2)cc1
1.1 | COC(=O)[C@@]1(Cc2ccc(OC)cc2)[C@H]2c3cc(C(=O)N4CCCC4)n(Cc4ccc(S(C)(=O)=O)cc4)c3C[C@H]2CN1C(=O)c1ccccc1
1.2 | COC(=O)C1(Cc2ccccc2)C2c3cc(C(=O)N4CCCC4)n(Cc4ccc(OC(F)(F)F)cc4)c3CC2CN1C(=O)c1ccccc1 (configuration not stated)
1.1 | CC(C)c1nc2oc3c(NCc4ccccn4)ncnc3c2c2c1COC(C)(C)C2
1.1 | Cc1ccnc(SCCn2c(N(C)Cc3ccccc3)nc3c2c(=O)n(C)c(=O)n3C)n1
1.2 | COc1cccc(C2=CC(c3ccccc3)n3nnnc3N2)c1 (configuration not stated)
1.1 | COC(=O)[C@@]1(Cc2ccc(F)cc2)[C@@H]2C(=CC(=O)[C@H]2CC(=O)C(=O)N(C)C)CN1C(=O)c1ccccc1
1 | CC(C)CC1(C(=O)NCC2CC2)C=CCN1C(=O)c1ccccc1 (configuration not stated)
1 | CC1Cc2nc(SCC(=O)NCCc3ccccc3)n(C)c(=O)c2S1 (configuration not stated)

Filtered by structure: the entries above with fluorine
MT1-MMP txn act | compound
1 | COC(=O)c1cccc(C23CC4(C2)[C@H](CN(Cc2ccc(C(F)(F)F)cc2)[C@@H]4c2ccccc2)C3c2ccccc2)c1 (some centres not stated)
1.1 | CN1C[C@@H]2C(c3ccc(C(F)(F)F)cc3)C3(c4cccnc4)CC2(C3)[C@H]1c1ccccc1 (some centres not stated)
1.1 | COC(=O)/C(=C1/Oc2cc(C)oc(=O)c2S1)C(F)(F)F
1.1 | COC(=O)c1ccc(C(NC(=O)OCc2ccccc2)/C(F)=C/[C@@H](C)C(=O)NCc2cc(C)on2)cc1 (some centres not stated)
1 | O=S(=O)(NCCc1cn2ccccc2n1)c1ccc(F)c(C(F)(F)F)c1
1.2 | COc1cccc(C2CC(c3c(F)cccc3Cl)n3nc(N)nc3N2)c1 (configuration not stated)
1.1 | CC(=O)NC(Cc1ccc(F)cc1)C(=O)N1CCN(C(=O)NCc2ccccc2)CC1 (configuration not stated)
1 | COCC1C2CC[C@H]3C(OCc4ccc(F)cc4C(F)(F)F)OC[C@]4(C)[C@H]3C2=C(CN4C(=O)OC(C)(C)C)[C@H](C)C1COC (some centres not stated)
1 | CC(=O)N1CC=CC1(C)C(=O)NCc1cc(F)cc(C(F)(F)F)c1 (configuration not stated)
1.1 | FC(F)(F)c1ccc(CN2C[C@@H]3C(c4ccc(C(F)(F)F)cc4)C4(c5cccnc5)CC3(C4)[C@H]2c2ccccc2)cc1 (some centres not stated)
1.2 | COC(=O)C1(Cc2ccccc2)C2c3cc(C(=O)N4CCCC4)n(Cc4ccc(OC(F)(F)F)cc4)c3CC2CN1C(=O)c1ccccc1 (configuration not stated)
1.1 | COC(=O)[C@@]1(Cc2ccc(F)cc2)[C@@H]2C(=CC(=O)[C@H]2CC(=O)C(=O)N(C)C)CN1C(=O)c1ccccc1
